PfGluPho inh: PfG6PD (Plasmodium falciparum) enzyme inhibition. inhibition, % at 20 µM. hit rate 0.78% among 350,000. PfGluPho enzyme, NADPH resazurin-diaphorase fluorescence;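 active means inhibition reaching at least a set limit at 20 µM in the primary screen, cut at about 59% in these data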;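 further: 0% = DMSO wells with substrate and 100% = DMSO wells lacking glucose-6-phosphate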
SENP7 inh: SENP7 protease inhibition; recombinant SENP7, Z-RLRGG-aminoluciferin luminescence, 40 min; Q9BQF6; inhibition, % at 5 µM; hit rate 1.5% among 330,000;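 active means inhibition above about 50% at the single test dose, limit read from the data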;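 further: plate controls were DMSO with enzyme for no effect and no enzyme buffer wells for full effect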
SENP8 block-1: blocks human SENP8 cleavage of Nedd8 substrate | Q96LD8 | recombinant SENP8, Nedd8 substrate fluorescence | inhibition, % at 20 µM | hit rate 0.64% among 360,000 | AID 602440; in the data active means inhibition mostly above about 40%, no sharp cut-off; inactive means mostly below about 27%
SENP6 block: blocks the human protease SENP6. Recombinant SENP6 catalytic domain, aminoluciferin luminescence. hit rate 1.8% among 330,000. AID 2599. inhibition, % at 10 µM. Q9GZR1;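 active means inhibition above about 50% at the single tested dose, limit read from the data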;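 further: plate controls were DMSO wells with enzyme for no effect and DMSO wells lacking enzyme for full effect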
HKDC1 inhibitor: HKDC1 (human) hexokinase inhibition; recombinant HKDC1, G6PDH/diaphorase resazurin coupled fluorescence; Q2TB90; inhibition, % at 20 µM; hit rate 0.16% among 340,000;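 active means inhibition above about 35% when tested at 20 µM, limit read from the data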;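 further: plate controls were DMSO wells with enzyme for no effect and DMSO wells lacking enzyme for full effect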
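Assay system – recombinant HKDC1 (HK5) hexokinase enzyme, produced in-house · Input – HKDC1 at 5 µg/mL · Reagent – glucose plus 1 mM ATP as hexokinase substrates · Timing – 90 min reaction incubation at room temperature, dark · Measured by – G6PDH/diaphorase-coupled fluorescence, 1 mM NADP, 100 µM resazurin, 525/613 nm · Benchmarks – DMSO-enzyme wells negative, buffer-substituted wells positive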
SENP1 inh: SENP1 (human) catalytic domain inhibition | Q9P0U3 | recombinant SENP1 catalytic domain, CyPet-SUMO1-YPet FRET cleavage | inhibition, % at 10 µM | hit rate 0.21% among 360,000 | AID 624204;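 active means inhibition at least 30% at 10 µM, raw YFP signal under a set limit, fluorescence ratio 0.5 to 1.5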;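 further: 0% = enzyme with DMSO and 100% = no enzyme wells; some results filed as inactive read as strong as hits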
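Assay system – human recombinant His6-tagged SENP1 catalytic domain enzyme · Input – SENP1 enzyme, 20 pM final · Buffer or medium – Tris pH 8 buffer plus EDTA, NaCl, BME, BSA, NP40, catalase · Schedule – 50 min reaction at room temperature · Technique – FRET read of cyan and yellow fluorescence · Control set – no-enzyme wells low, DMSO-plus-enzyme wells high control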
Apaf-1 inh: inhibitors of human Apaf-1 apoptosome; hit rate 0.71% among 330,000; inhibition, % at 20 µM; AID 489030; reconstituted apoptosome caspase-3 activity, DEVD-Rh110 fluorescence; active means inhibition of at least 40% at 20 µM;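 further: plate controls were DMSO wells for no effect and DEVD-CHO caspase inhibitor wells for full effect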
Target sequence (O14727 whole entry, looked up): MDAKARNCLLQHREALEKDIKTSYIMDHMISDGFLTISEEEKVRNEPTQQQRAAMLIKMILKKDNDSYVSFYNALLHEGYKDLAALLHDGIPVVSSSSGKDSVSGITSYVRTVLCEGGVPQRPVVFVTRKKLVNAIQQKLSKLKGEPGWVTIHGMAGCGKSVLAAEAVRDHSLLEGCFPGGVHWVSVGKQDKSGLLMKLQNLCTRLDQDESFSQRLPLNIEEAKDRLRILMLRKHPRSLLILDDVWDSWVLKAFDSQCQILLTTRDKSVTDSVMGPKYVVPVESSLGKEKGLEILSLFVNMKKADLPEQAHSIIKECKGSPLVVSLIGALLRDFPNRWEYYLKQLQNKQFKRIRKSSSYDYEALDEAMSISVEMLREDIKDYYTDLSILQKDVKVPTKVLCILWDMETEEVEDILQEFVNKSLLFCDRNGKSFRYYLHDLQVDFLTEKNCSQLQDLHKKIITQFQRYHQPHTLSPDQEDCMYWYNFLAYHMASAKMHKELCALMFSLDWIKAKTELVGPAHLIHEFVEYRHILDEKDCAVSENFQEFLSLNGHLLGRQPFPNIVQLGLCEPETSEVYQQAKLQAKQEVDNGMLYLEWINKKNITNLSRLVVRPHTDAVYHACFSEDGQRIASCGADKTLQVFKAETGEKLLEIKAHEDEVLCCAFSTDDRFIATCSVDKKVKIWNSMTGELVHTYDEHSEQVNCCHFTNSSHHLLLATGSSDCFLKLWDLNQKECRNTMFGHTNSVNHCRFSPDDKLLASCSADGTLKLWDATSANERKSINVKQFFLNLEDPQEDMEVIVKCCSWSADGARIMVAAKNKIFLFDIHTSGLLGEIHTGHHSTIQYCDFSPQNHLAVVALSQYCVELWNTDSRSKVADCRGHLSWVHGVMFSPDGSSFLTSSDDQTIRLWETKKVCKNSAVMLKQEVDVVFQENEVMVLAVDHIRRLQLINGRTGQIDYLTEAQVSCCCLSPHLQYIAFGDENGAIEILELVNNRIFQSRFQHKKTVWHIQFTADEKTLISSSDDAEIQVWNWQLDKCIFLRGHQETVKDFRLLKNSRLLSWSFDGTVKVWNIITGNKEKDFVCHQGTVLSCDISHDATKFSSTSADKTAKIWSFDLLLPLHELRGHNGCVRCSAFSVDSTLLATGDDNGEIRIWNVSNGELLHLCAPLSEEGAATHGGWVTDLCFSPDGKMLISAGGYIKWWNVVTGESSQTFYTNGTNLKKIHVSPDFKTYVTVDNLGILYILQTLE
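Material: reconstituted apoptosome with Apaf-1, cytochrome c, caspase-9, procaspase-3, dATP; medium: pH 7.5 Hepes buffer with CHAPS, BSA, DTT; also added: cytochrome c and DEVD-Rh110 substrate; timing: 30 min plus 50 min, RT; signal: Rh110 fluorescence intensity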
SENP8 block-2: inhibitors of human SENP8 protease. Q96LD8. purified SENP8, Z-RLRGG-aminoluciferin cleavage, luminescence. inhibition, % at 10 µM. hit rate 1.2% among 330,000. AID 2540; in the data active means inhibition above about 50%
NLRP3 yeast inh: blocks the NALP3 inflammasome reconstituted in yeast | Yeast reconstituted NLRP3/ASC/caspase-1, beta-gal luminescence, 24 h | inhibition, % at 10 µM | hit rate 0.39% among 330,000;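 active means inhibition of 50% or more; inactive means inhibition below 50%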;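 further: plate controls were induced DMSO wells for no effect and uninduced yeast grown without galactose for full effect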
* = called active by the depositor; · = not tested or not shown; & = joins results of further samples.

SMILES	PfGluPho inh	SENP7 inh	SENP8 block-1	SENP6 block	HKDC1 inhibitor	SENP1 inh	Apaf-1 inh	SENP8 block-2	NLRP3 yeast inh
Cc1ccc(-c2nc3cccnc3s2)cc1NC(=O)C1c2ccccc2Oc2ccccc21	1	1	-400	-2	2	-36	0	8	19
Clc1ss/c(=N\c2ccccn2)c1Cl	64*	13	49*	15	-7	-2	21	-3	28
O=C(NNC(=O)C1COc2ccccc2O1)c1cccc([N+](=O)[O-])c1 (stereo not given)	-10	-4	8	3	-10	0	6	-5	10
Cc1ccc(C)c(OCCC(=O)Nc2ccc(S(=O)(=O)N3CCCC3)cc2)c1	13	7	17	4	-3	2	18	-6	17
COc1ccc(-c2nn(-c3ccccc3)cc2C#N)cc1	1	6	9	-10	-6	2	8	3	27
CN(C)CCO[C@@H](c1ccc(Cl)cc1)c1ccccn1	-10	-4	8	10	7	-2	-13	-1	17
Cc1c(NC(=S)N/N=C/c2ccc([N+](=O)[O-])cc2O)c(=O)n(-c2ccccc2)n1C	-41	-4	40*	0	-29	2	-29	2	29
O=C(COc1ccc(-n2ccnc2)cc1)Nc1cccc(F)c1	-4	1	15	-13	-6	3	-22	-3	-5
Cc1ccc(S(=O)(=O)NCC(=O)OCC(=O)N2CCN(C(=O)c3ccco3)CC2)cc1C	4	-2	10	2	-3	2	7	-10	11
Cc1ccc(CNc2oc(COc3ccccc3Cl)nc2C#N)cc1	11	12	13	-29	-1	-137	24	-7	15
CCOC(=O)C1CCN(c2c(NCc3ccc(N(C)C)cc3)c(=O)c2=O)CC1	26	0	35	-17	-6	2	-23	1	12
COc1ccc(S(=O)(=O)N2CCN(CC(=O)Nc3sccc3C(N)=O)CC2)cc1OC	-3	5	3	6	3	0	-13	2	-8
O=C(CSc1nc2[nH]ncc2c(=O)n1-c1ccccc1)N1CCCCCC1	·	-3	·	-23	·	·	4	-7	8
COc1ccc(S(=O)(=O)Nc2cc3c4c(c2)CCN4C(=O)CC3)cc1C	-16	-7	6	2	-6	2	1	16	25
CCc1nc2ccc(F)cc2c(C(=O)NC2CCCCC2C)c1C (stereo not given)	-18	-8	11	2	-5	-1	6	1	5
CC(=O)c1cccc(NC(=O)c2cc(C)no2)c1	13	-3	4	-6	-6	2	8	-4	22
CCC12CN3CC(CC)(CN(C1)C3c1ccc(OC(C)C)cc1)C2=O (stereo not given)	10	2	-2	10	1	-1	4	5	10
COc1ccc(C(=O)Nc2ccccc2N2CCOCC2)cc1S(=O)(=O)N1CCCC1	8	-1	8	-19	-1	0	-2	-6	17
Cc1noc(NS(=O)(=O)c2ccc(NC(=O)C(C)(C)C)cc2)c1C	-26	-5	2	3	5	-2	-1	-3	15
COc1ccccc1NS(=O)(=O)c1cccc(NC(=O)c2[nH]c(C)c(C(C)=O)c2C)c1	-3	11	-20	-11	1	1	-18	4	3
CCOc1ccc(/C=C2/SC(=S)N(CCC(=O)Nc3ccc(C(=O)O)cc3)C2=O)cc1	-25	9	17	17	43*	-27	-1	29	13
Cc1cc(=S)nc(-c2ccccn2)[nH]1	12	-2	14	-1	-6	-1	-16	-6	19
CC(C)CC(CO)N1CCN(C(=O)c2ccccc2)CCC1=O (stereo not given)	8	1	19	-4	-7	2	0	-2	18
CN(Cc1ccccc1)C(=S)NC(=O)C1CCCCC1	-11	-4	8	-11	-1	2	-17	-2	29
O=C(C1CCCN(S(=O)(=O)c2ccccc2[N+](=O)[O-])C1)N1CCCC1 (stereo not given)	4	14	12	-2	-11	4	-6	3	-2

Reprinted from the part before: two compounds; new compounds follow.
SMILES	PfGluPho inh	SENP7 inh	SENP8 block-1	SENP6 block	HKDC1 inhibitor	SENP1 inh	Apaf-1 inh	SENP8 block-2	NLRP3 yeast inh
CN(Cc1ccccc1)C(=S)NC(=O)C1CCCCC1	-11	-4	8	-11	-1	2	-17	-2	29
O=C(C1CCCN(S(=O)(=O)c2ccccc2[N+](=O)[O-])C1)N1CCCC1 (stereo not given)	4	14	12	-2	-11	4	-6	3	-2
Cc1ccc(-n2nc(C)c(/C=N/NC(=O)c3cccnc3)c2Cl)cc1	5	1	7	-1	-9	1	4	4	9
CCCCNc1c(-c2cccc(SC3CCCCC3)c2)nc2ccc(Cl)cn12	27	-5	-484	-11	1	-60&-31	20	-3	-2
CCCOc1ccc(C(=O)NCc2cccnc2)cc1	15	-4	14	-29	-9	-1	-26	1	12
CCCCn1c(SCC(=O)c2ccc3c(c2)OCCO3)nnc1-c1ccco1	14	4	9	-11	2	0	12	4	-3
CC(C)c1ccc(C(C)NC(=O)C2CCCC2)cc1 (stereo not given)	-1	0	22	-3	-6	2	5	-5	48
COCCN(C(=S)Nc1ccccc1C)C(C)c1cccs1 (stereo not given)	-12	-8	19	-12	-11	3	17	-15	1
O=C(Cn1c(=O)oc2ccccc21)Nc1ccc(S(=O)(=O)N2CCCCC2)cc1	-16	-14	20	-13	4	2	12	-1	-11
CC(=O)CSc1ccc(C(=O)O)cn1	7	-4	6	-1	0	1	-6	-7	12
CC(CN1C(C)CCCC1C)OC(=O)c1ccccc1Br (stereo not given)	14	-7	11	-36	-5	0	-5	1	11
CN(/C=C/C(=O)C(F)(F)F)Cc1ccccc1	-24	-14	15	0	4	1	9	-7	5
COC(=O)CC1Oc2ccccc2N(Cc2ccccc2)C1=O (stereo not given)	-5	7	3	-13	-1	0	-8	-8	-79
COc1cccc(NC(=O)CCNC(=O)Cn2ccc3ccccc3c2=O)c1	-6	-8	-10	-8	0	0	3	-9	14
COC(=O)C1=C(C)N(Cc2ccco2)C(=O)C1	6	-1	25	-7	7	3	-3	0	8
C=CCOC(=O)C1=C(C)NC(C)=C(C(=O)OCC=C)C1c1cn(-c2ccccc2)nc1-c1ccco1	6	0	-364	-5	-5	-7	-8	4	7
O=C(Nc1ccc(Cl)c(Cl)c1)OCCNC(=O)c1cccc(Cl)c1	28	11	11	-19	1	2	17	-17	30
COC(=O)c1ccc(Nc2nc(-c3ccncc3)nc3ccccc23)cc1	-2	-2	-286	5	1	1	-14	5	28
C1CCc2c(nnc3c2-c2nonc2CC3)C1	0	-1	8	-3	-3	2	-7	-2	15
CCOC(=O)N1CCN(CC(=O)Nc2ccc(OC)cc2)CC1	15	2	10	-2	-1	1	-2	-8	-4
CN(Cc1ccccc1)C(=O)COC(=O)c1cc(NS(=O)(=O)c2cccs2)ccc1O	5	11	-78	15	-2	1	15	2	4
COc1ccc(NC(=O)NCCCN2CCCCC2C)cc1 (stereo not given)	-6	10	21	-17	1	1	-1	-3	7
CC1(C)CC(c2nc(-c3ccc(Cl)cc3)cs2)CCS1 (stereo not given)	14	-5	9	16	4	1	7	0	-26
CC(C)CC(NC(=O)OC(C)(C)C)c1cn([C@@H](Cc2cc3ccccc3[nH]2)C(=O)N2CCN(C(=O)OC(C)(C)C)CC2)nn1 (stereo not given in full)	-11	-7	9	-1	-9	3	8	6	1
Cc1cc(NCc2ccco2)nc(N2CCC(C(=O)NC3CCCCC3)CC2)n1	-9	-4	0	10	-10	-2	-2	-5	16
CC(C)NCC(O)COc1ccc(COCCOC(C)C)cc1 (stereo not given)	0	13	-28	-12	-2	3	2	3	-4
COC(=O)c1c(-c2snnc2C)n[nH]c1C	-3	8	4	-19	2	2	-2	-1	4

12 entries from above, with values under each structure.
Screens in order – PfGluPho inh	SENP7 inh	SENP8 block-1	SENP6 block	HKDC1 inhibitor	SENP1 inh	Apaf-1 inh	SENP8 block-2	NLRP3 yeast inh
- C=CCOC(=O)C1=C(C)NC(C)=C(C(=O)OCC=C)C1c1cn(-c2ccccc2)nc1-c1ccco1
→ 6	0	-364	-5	-5	-7	-8	4	7
- O=C(Nc1ccc(Cl)c(Cl)c1)OCCNC(=O)c1cccc(Cl)c1
→ 28	11	11	-19	1	2	17	-17	30
- COC(=O)c1ccc(Nc2nc(-c3ccncc3)nc3ccccc23)cc1
→ -2	-2	-286	5	1	1	-14	5	28
- C1CCc2c(nnc3c2-c2nonc2CC3)C1
→ 0	-1	8	-3	-3	2	-7	-2	15
- CCOC(=O)N1CCN(CC(=O)Nc2ccc(OC)cc2)CC1
→ 15	2	10	-2	-1	1	-2	-8	-4
- CN(Cc1ccccc1)C(=O)COC(=O)c1cc(NS(=O)(=O)c2cccs2)ccc1O
→ 5	11	-78	15	-2	1	15	2	4
- COc1ccc(NC(=O)NCCCN2CCCCC2C)cc1 (stereo not given)
→ -6	10	21	-17	1	1	-1	-3	7
- CC1(C)CC(c2nc(-c3ccc(Cl)cc3)cs2)CCS1 (stereo not given)
→ 14	-5	9	16	4	1	7	0	-26
- CC(C)CC(NC(=O)OC(C)(C)C)c1cn([C@@H](Cc2cc3ccccc3[nH]2)C(=O)N2CCN(C(=O)OC(C)(C)C)CC2)nn1 (stereo not given in full)
→ -11	-7	9	-1	-9	3	8	6	1
- Cc1cc(NCc2ccco2)nc(N2CCC(C(=O)NC3CCCCC3)CC2)n1
→ -9	-4	0	10	-10	-2	-2	-5	16
- CC(C)NCC(O)COc1ccc(COCCOC(C)C)cc1 (stereo not given)
→ 0	13	-28	-12	-2	3	2	3	-4
- COC(=O)c1c(-c2snnc2C)n[nH]c1C
→ -3	8	4	-19	2	2	-2	-1	4

(listing goes on)
SMILES	PfGluPho inh	SENP7 inh	SENP8 block-1	SENP6 block	HKDC1 inhibitor	SENP1 inh	Apaf-1 inh	SENP8 block-2	NLRP3 yeast inh
O=C(Nc1ccc2c(c1)OCO2)C1CCCCC1	16	7	0	3	-2	0	12	-8	19
O=[N+]([O-])c1ccc(N2CCOCC2)cc1O	1	0	35	4	-1	1	-6	1	20
CC1CCc2cc(F)ccc2N1C(=O)CCl (stereo not given)	8	·	11	·	7	-1	·	·	·
Cc1ccccc1OCC(=O)NN1C(=O)C2C3C=CC(O3)C2C1=O (stereo not given)	7	-4	10	-3	-2	0	-7	7	17
CCc1ccc(N2C(=O)CN(Cc3ccc(OC)c(OC)c3)C2=S)cc1	-13	-2	6	-18	-8	1	3	-8	8
COc1ccccc1OCCn1cc(/C=N/NC(N)=S)c2ccccc21	29	-1	2	-22	-3	3	26	-9	20
C/C(=N\Nc1nc(N)cc(Cl)n1)c1cccc(N)c1	49	9	-278	5	-4	0	8	-6	-2
CCCCNC(=O)CSc1nccn1Cc1ccccc1	10	1	16	-4	-9	0	-5	-2	9
Cc1ccccc1OCC(=O)N1CCc2ccccc2C1	6	2	2	2	-6	-2	-1	2	29

Assay outcomes deposited in PubChem BioAssay by Sanford-Burnham Center for Chemical Genomics.
